GRP78 ERSR act – inducers of ER stress response in human glioma cells | Potency, µM, inactives show top-dose activation, usual class: activators | actives 0.02% (n = 420,000) | AID 602332 | U87-MG GRP78 promoter luciferase reporter, 16 h; note: potency is the fitted concentration of half-maximal effect; series mostly up to about 76 µM; % of control where 0% means no effect; nearly all actives have a fitted effect of over 35% in size
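ERSR induction read as luciferase luminescence (Bright-Glo, 10 min at room temperature) in stably transfected human U87-MG glioma cells exposed to compounds for 16 h, using GRP78 as sensor.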
D1 antag – blocks dopamine activation of the human D1 receptor. activity change, negative = inhibition, % at 10 µM. actives 3.2% (n = 360,000). HEK293 TREx D1 cells, calcium flux, dopamine EC80; hits give low values. P21728; in the data active = activity change below about -30%; note: % is set by controls: 0 for no effect and ±100 for the full control effect
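After overnight tetracycline induction at 30 C, force-coupled D1 HEK293 cells took up a no-wash calcium dye at room temperature. Compounds were added and monitored 180 s, and the response to EC80 dopamine was then recorded.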
Vif-A3G inh – blocks the Vif interaction with human APOBEC3G; Q9HC16; HeLa A3G-eYFP + Vif (tagged APOBEC3G with the HIV-1 protein that degrades it), YFP fluorescence, overnight; Potency, µM (titrated, usually from 46.1 µM), for inactives: at the top dose activity, negative = active, hits mostly inhibitors; actives 0.076% (n = 410,000); AID 602310;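 note: potency is the fitted concentration of half-maximal effect; % is set by controls: 0 for no effect and ±100 for the full control effect; nearly all actives have a fitted effect of over 60% in size; hits raise eYFP signal because A3G escapes Vif-driven loss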
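Read-out is eYFP fluorescence (Ex 488/Em 500-530) from Vif-expressing HeLa A3G-eYFP cells; more signal means A3G escaped Vif-mediated degradation. Cells plated overnight, compound pinned in, incubated overnight at 37 deg C.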
D2 PAM – positive allosteric modulators of human D2 dopamine receptor | P14416 | actives 0.34% (n = 340,000) | potentiation, % at 10 µM | HEK293 T-REx D2, calcium flux, EC20 dopamine potentiation;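 active = potentiation over 3 SD above the plate norm, cut at about 30% in these data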; note: 0% is about no effect
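Calcium flux readout, no-wash dye, 1 read/s. Inducible HEK293 Trex D2 line, overnight 30 C. Compound alone 180 s (agonist flags), then EC20 dopamine, another 180 s to score potentiation.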
LDHA inh – inhibitors of human lactate dehydrogenase A. actives 0.15% (n = 480,000). P00338. purified LDHA, NADH/diaphorase-resazurin fluorescence; hits give low values. activity change, % (values are at about 110 or 230 µM); in the data active = activity change below about -30%; inconclusive = mostly about -25% to -30%;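 note: plate controls were DMSO wells for no effect and wells without enzyme for full effect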
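Resorufin fluorescence (ex540/em590), read at 0 and 20 min after diaphorase/resazurin addition, reports the NADH left after a 5 min room-temperature reaction of 2 nM human LDH5 with 0.06 mM NADH and 0.2 mM pyruvate.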
D1 potentiator – human D1 dopamine receptor positive modulation; P21728; HEK293 TREx D1 cells, calcium flux, dopamine EC20 potentiation; potentiation, % at 10 µM; actives 0.036% (n = 360,000); in the data active = potentiation above about 30%; note: 0% is about no effect
Vif-A3F inh – Vif-A3F binding inhibition | AID 602313 | actives 0.2% (n = 390,000) | Potency, µM (titrated, usually from 46.1 µM), for inactives: at the top dose activity, negative = active | HeLa A3F-eYFP + Vif (tagged APOBEC3F with the HIV-1 protein that degrades it), YFP fluorescence increase; note: potency is the fitted concentration of half-maximal effect; % of control where 0% means no effect; nearly all actives have a fitted effect of over 65% in size
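Fluorescence increase (Ex 488/Em 500-530) after overnight compound treatment at 37 deg C flags inhibition of Vif-driven A3F-eYFP loss in stable HeLa A3F-eYFP/Vif cells seeded overnight beforehand.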
D1 agonist – activates the human D1 dopamine receptor | P21728 | HEK293 T-REx D1 cells, calcium flux, agonist mode | activation, % at 2 µM | actives 1% (n = 360,000); in the data active = activation above about 30%; note: 0% is about no effect
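Agonism was scored from calcium flux recorded over 180 s (1 read/s) after pintool compound addition, following a 10-cycle baseline. Cells were inducible force-coupled HEK293 TREx D1, plated overnight at 30 C and loaded with no-wash calcium dye.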
RXFP1 agonist – agonists of human relaxin receptor RXFP1. actives 0.3% (n = 370,000). HEK293T-RXFP1 cAMP TR-FRET, 30 min; response scale: percent of porcine relaxin response, buffer zero. Potency, µM (titrated, usually from 57.5 µM), for inactives: at the highest dose activation, most hits filed as activators. AID 2676. Q9HBX9; note: potency is the fitted concentration of half-maximal effect; % is set by controls: 0 for no effect and ±100 for the full control effect; nearly all actives have a fitted effect of over 60% in size; many of its hits are not listed in these tables
Target sequence (Q9HBX9 whole entry, looked up): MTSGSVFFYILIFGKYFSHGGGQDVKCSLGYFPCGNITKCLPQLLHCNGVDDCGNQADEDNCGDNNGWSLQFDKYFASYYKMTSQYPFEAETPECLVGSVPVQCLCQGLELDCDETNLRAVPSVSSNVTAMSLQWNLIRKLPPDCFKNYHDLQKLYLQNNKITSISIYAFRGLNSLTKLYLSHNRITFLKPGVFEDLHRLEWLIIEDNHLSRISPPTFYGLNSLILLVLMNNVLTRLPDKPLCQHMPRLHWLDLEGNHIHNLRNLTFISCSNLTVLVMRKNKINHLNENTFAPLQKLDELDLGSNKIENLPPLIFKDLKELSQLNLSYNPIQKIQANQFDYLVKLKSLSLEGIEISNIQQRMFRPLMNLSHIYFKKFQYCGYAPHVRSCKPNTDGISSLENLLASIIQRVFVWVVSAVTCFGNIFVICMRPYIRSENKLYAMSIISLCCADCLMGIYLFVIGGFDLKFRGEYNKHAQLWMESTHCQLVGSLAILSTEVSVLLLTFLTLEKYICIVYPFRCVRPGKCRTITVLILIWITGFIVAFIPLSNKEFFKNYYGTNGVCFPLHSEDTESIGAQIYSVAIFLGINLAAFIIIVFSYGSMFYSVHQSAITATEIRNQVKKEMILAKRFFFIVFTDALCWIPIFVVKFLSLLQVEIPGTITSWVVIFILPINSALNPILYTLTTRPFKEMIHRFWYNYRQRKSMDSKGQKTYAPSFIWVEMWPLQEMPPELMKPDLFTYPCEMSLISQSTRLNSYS
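Agonist response is measured as cAMP accumulation in an RXFP1-transfected HEK293T line under PDE4 inhibition. Values are scaled between buffer-only and 29 nM porcine relaxin, and EC50s come from standard Hill equation fits.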
* hit, by the source's call; ? = inconclusive; nt = not tested or not shown; & = joins results of further samples. Unless noted, calls come from the whole dose curve; as a rule, active = well fitted curve in the direction sought with a large enough effect; inconclusive = small, poorly fitted or top-dose-only effect, or another doubt; inactive = no such curve, though single readings can be large; an effect the other way counts as inactive or inconclusive. The list is partial, so the mix of outcomes need not match the whole.

Results follow in this order: GRP78 ERSR act	D1 antag	Vif-A3G inh	D2 PAM	LDHA inh	D1 potentiator	Vif-A3F inh	D1 agonist	RXFP1 agonist
(1) CCc1[nH]nc2c1C(c1ccsc1)C(C#N)=C(N)O2 (stereo not drawn)
  -3%	-14	-11%	-18	1	-1	-2%	-1	0.7%
(2) CCOC(=O)c1[nH]c(C)c(C(=O)N2CCN(c3ccc(OC)cc3)CC2)c1C
  -4%	-11	0%	-4	4	0	-10%	1	2.8%
(3) Cc1nn(-c2nnc(C)c(=O)[nH]2)c(C)c1SCC(=O)Nc1ccc(C(C)C)cc1
  0%	-12	1%	nt	-3	-4	1%	2	-0.7%
(4) Cc1nnc(Oc2ccccc2F)c2ccccc12
  1%	0	-5%	2	-6	-1	-6%	1	-1.1%
(5) C=CCSc1nnc(CCCCCN2C(=O)c3cccc4cccc(c34)C2=O)o1
  -2%	-8	0%	-3	-10	3	3%	4	1.0%
(6) O=C(OC(C(=O)NCc1ccc2c(c1)OCO2)c1ccccc1F)c1ccco1 (stereo not drawn)
  -6%	-1	-3%	5	-4	2	-1%	22	-0.1%
(7) COCC1CCN(C(=O)c2ccc3nc(Cc4cccc(Cl)c4)oc3c2)CC1
  0%	nt	0%	nt	-3	nt	-4%	nt	nt
(8) COCC(C)NC(=O)Cc1ccc(F)cc1 (stereo not drawn)
  -3%	-2	-3%	nt	-8	0	2%	7	0.4%
(9) COc1ccc(S(=O)(=O)c2nnn(-c3ccc(C(C)C)cc3)c2C)cc1
  -3%	-16	7%	17	-4	-4	4%	9	1.8%
(10) CCOCC(=O)Nc1nc2ccc(OC)cc2s1
  -10%	11	-1%	nt	-3	-3	-11%	5	1.6%
(11) CCCn1c(N)c(N(C)C)c(=O)n(CC(=O)Nc2ccc(OC(F)(F)F)cc2)c1=O
  4%	7	0%	23	3	2	8%	2	0.0%
(12) CCc1ccccc1NC(=O)Cn1nc(N2CCN(c3ccccc3OC)CC2)ccc1=O
  -1%	7	-1%	6	6	-3	2%	1	-4.2%
(13) Cc1nn(-c2ccccc2)c2sc(-c3nnc(SCC(=O)O)o3)cc12
  0%	2	-4%	6	-18	8	-3%	2	14%
(14) COc1cc(C(=O)N2C[C@H]3CC[C@H]2C3)ccc1OC1CCN(C(C)=O)CC1
  -2%	7	1%	14	-14	10	-11%	2	0.7%
(15) Cc1ccc(C)c2[nH]c(=O)c(CN(Cc3ccco3)C(=S)NCC3CCCO3)cc12 (stereo not drawn)
  -5%	2	-1%	3	0	-3	-15%	1	2.0%
(16) CC1=C(C(=O)N(C)C)CC(CC(=O)NCCCCc2ccccc2)C(=O)N1Cc1ccc(C(C)(C)C)cc1 (stereo not drawn)
  0%	nt	0%	nt	3	nt	-20%	nt	nt
(17) OC1CCCN(Cc2ccccc2)C1 (stereo not drawn)
  -2%	1	0%	8	-5	-3	0%	4	-0.9%
(18) CCOC(=O)c1[nH]c2ccccc2c1NC(=O)c1ccccc1F
  -2%	-1	-1%	nt	-16	1	3%	0	-4.1%
(19) Cc1ccc(-c2nnc3n2CCCCC3)cc1
  -4%	-4	0%	16	-3	-5	0%	1	1.8%
(20) CNc1ccc(/C=C/C(=O)c2ccc(C)cc2)cc1[N+](=O)[O-]
  1%	-12	-11%	-6	-7	-2	?	4	-0.9%

Further compounds
Results follow in this order: GRP78 ERSR act	D1 antag	Vif-A3G inh	D2 PAM	LDHA inh	D1 potentiator	Vif-A3F inh	D1 agonist	RXFP1 agonist
(21) CN1C2CCC1CC(OC(=O)c1c[nH]c3ccccc13)C2 (stereo not drawn)
  -1%&-4%&-4%&-12%	3&-2	2%&0%	-13&-1	-6&-2	-2&-4	-2%&0%	3&4	0.0%&0.8%
(22) O=C(CCCn1c(=O)c2sccc2n(CC(=O)OCc2ccccc2)c1=O)NCc1ccco1
  2%	4	0%	1	-9	-8	-6%	1	1.4%
(23) COC(=O)C1=C(C)NC(=S)NC1c1ccc(-c2cccc(Cl)c2)o1 (stereo not drawn)
  -4%	5	0%	-3	-1	11	-3%	3	0.3%
(24) O=C(NN1C(=O)C2C3CCC(O3)C2C1=O)c1ccco1 (stereo not drawn)
  -5%	2	2%	-7	-7	-1	-16%	1	3.9%
(25) Cc1[nH]c(C)c(S(=O)(=O)NCCc2ccccc2)c1C(=O)N1CCCCC1
  -2%	-1	3%	13	-4	3	-2%	2	3.8%
(26) O=C(Nc1nonc1-c1ccc(Br)cc1)c1ccco1
  nt	-10	nt	-8	-8	0	nt	2	0.5%
(27) Cc1ccc(S(=O)(=O)N(CC(=O)N2CCOCC2)c2ccc(C(C)C)cc2)cc1
  -1%	-4	-1%	3	-3	2	-2%	4	-1.7%
(28) COc1ccc(OC)c(C(=O)COC(=O)CNC(=O)C2CCCCC2)c1
  -2%	5	2%	5	-18	-1	-4%	1	17%
(29) COc1cnc(-c2ccccn2)nc1Oc1ccccc1Cl
  4%	8	2%	4	-1	-7	2%	1	2.0%
(30) COCCCNC(=S)Nc1cccc(S(=O)(=O)NC2=NCCC2)c1
  -3%	-10	1%	-3	-4	-7	-3%	11	0.2%
(31) COc1cc(C(O)CO)ccc1OS(=O)(=O)O (stereo not drawn)
  -2%&-2%	2	4%	10	-2	-5	-6%	-1	1.2%
(32) O=C(CSc1ncn[nH]1)Nc1ccnc2ccccc12
  -2%	-18	3%	14	-12	nt	-1%	9	2.4%
(33) CCOC(=O)c1ccc(-n2cc(C(=O)c3cccnc3)nn2)cc1
  3%	5	4%	-7	0	5	2%	3	0.3%
(34) Cc1ccc(C)c(N2CCN(S(=O)(=O)c3ccc4c(c3)CCN4C(=O)CCC(=O)O)CC2)c1
  1%	-34*	4%	3	2	nt	-3%	1	-2.1%
(35) CN(C(=O)CSc1nnc(Cc2ccccc2F)n1N)C1CCS(=O)(=O)C1 (stereo not drawn)
  -3%	-4	-2%	-1	2	-3	-1%	0	-1.3%
(36) COc1ccc(CCNC(=O)C2CC(=O)N(c3ccc(F)cc3)C2)cc1OC (stereo not drawn)
  -3%	3	1%	-5	-8	-3	-10%	1	0.7%
(37) O=C(CN1C(=O)C2CC=C(Cl)CC2C1=O)NCc1ccccc1 (stereo not drawn)
  0%	1	1%	1	5	5	-14%	8	2.6%
(38) CCCOc1ccc(N/C=C/C(=O)c2cc(OC)c(OC)c(OC)c2)cc1
  -3%	-19	-12%	-9	3	-12	6%	3	0.8%
(39) Cc1cc(C)cc(NC(=O)CCN2C(=O)c3ccccc3C2=O)c1
  -1%	5	1%	2	-6	-3	6%	1	0.6%
(40) N#C/C(C(=O)N1CCOCC1)=C1/SC(Cc2ccccc2Cl)C(=O)N1c1ccccc1 (stereo not drawn)
  -2%	-19	-4%	7	-7	0	-1%	1	4.3%

Next section.
Results follow in this order: GRP78 ERSR act	D1 antag	Vif-A3G inh	D2 PAM	LDHA inh	D1 potentiator	Vif-A3F inh	D1 agonist	RXFP1 agonist
(41) COc1ccc(NC(=O)CSc2ncccn2)cc1S(=O)(=O)N1CCCCC1
  3%	-9	1%	9	-4	1	-37%	2	0.9%
(42) CCCCC(=O)Nc1cccc(NC(=O)C(C)C)c1
  -4%	-6	2%	-3	-4	0	5%	0	-1.5%
(43) CCN1C(=O)C2C(c3cccc(F)c3)NC(CC)(C(=O)OC)C2C1=O (stereo not drawn)
  -3%	-12	-3%	2	-3	-7	-2%	1	0.5%
(44) Cc1ccc(Cc2cnc(NC(=O)c3ccco3)s2)cc1
  -3%	nt	-16%	-10	1	-2	-5%	2	1.0%
(45) CC(C)N(C(=O)CN1CCN(C(=O)C2COc3ccccc3O2)CC1)C(C)C (stereo not drawn)
  -2%	-1	0%	4	-7	-7	0%	2	-0.1%

Structures listed so far that contain an NH in an aromatic ring:
Results follow in this order: GRP78 ERSR act	D1 antag	Vif-A3G inh	D2 PAM	LDHA inh	D1 potentiator	Vif-A3F inh	D1 agonist	RXFP1 agonist
(1) CCc1[nH]nc2c1C(c1ccsc1)C(C#N)=C(N)O2 (stereo not drawn)
  -3%	-14	-11%	-18	1	-1	-2%	-1	0.7%
(2) CCOC(=O)c1[nH]c(C)c(C(=O)N2CCN(c3ccc(OC)cc3)CC2)c1C
  -4%	-11	0%	-4	4	0	-10%	1	2.8%
(3) Cc1nn(-c2nnc(C)c(=O)[nH]2)c(C)c1SCC(=O)Nc1ccc(C(C)C)cc1
  0%	-12	1%	nt	-3	-4	1%	2	-0.7%
(15) Cc1ccc(C)c2[nH]c(=O)c(CN(Cc3ccco3)C(=S)NCC3CCCO3)cc12 (stereo not drawn)
  -5%	2	-1%	3	0	-3	-15%	1	2.0%
(18) CCOC(=O)c1[nH]c2ccccc2c1NC(=O)c1ccccc1F
  -2%	-1	-1%	nt	-16	1	3%	0	-4.1%
(21) CN1C2CCC1CC(OC(=O)c1c[nH]c3ccccc13)C2 (stereo not drawn)
  -1%&-4%&-4%&-12%	3&-2	2%&0%	-13&-1	-6&-2	-2&-4	-2%&0%	3&4	0.0%&0.8%
(25) Cc1[nH]c(C)c(S(=O)(=O)NCCc2ccccc2)c1C(=O)N1CCCCC1
  -2%	-1	3%	13	-4	3	-2%	2	3.8%
(32) O=C(CSc1ncn[nH]1)Nc1ccnc2ccccc12
  -2%	-18	3%	14	-12	nt	-1%	9	2.4%
